Screens deposited in PubChem BioAssay by IUPUI and University of Michigan.
ST2 inh: blocks human ST2 binding to IL-33 | AlphaLISA ST2-Fc/biotin-IL-33 interaction, 1 h | inhibition, % for hits at 17 µM | Q01638 | 78,000 compounds, 2.3% hits; in the data active means inhibition above about 30%; inconclusive means mostly about 10% to 28%
Target sequence (Q01638 whole entry, looked up): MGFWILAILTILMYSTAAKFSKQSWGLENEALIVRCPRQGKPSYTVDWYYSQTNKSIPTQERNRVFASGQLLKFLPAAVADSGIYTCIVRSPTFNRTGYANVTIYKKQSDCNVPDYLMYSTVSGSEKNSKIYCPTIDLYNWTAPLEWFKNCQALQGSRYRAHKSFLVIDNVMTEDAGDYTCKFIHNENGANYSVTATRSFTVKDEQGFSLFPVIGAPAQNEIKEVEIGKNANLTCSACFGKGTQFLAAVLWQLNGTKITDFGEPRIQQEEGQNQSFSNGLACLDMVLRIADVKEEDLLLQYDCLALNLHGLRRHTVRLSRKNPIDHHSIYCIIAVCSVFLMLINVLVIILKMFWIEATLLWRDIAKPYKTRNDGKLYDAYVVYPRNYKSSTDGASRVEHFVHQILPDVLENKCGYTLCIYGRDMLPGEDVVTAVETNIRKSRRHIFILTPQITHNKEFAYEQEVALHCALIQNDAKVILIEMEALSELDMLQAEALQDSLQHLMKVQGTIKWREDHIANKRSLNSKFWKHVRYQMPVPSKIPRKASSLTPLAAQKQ
Starred values were filed as active, the others as inactive; i = inactive; ? = inconclusive.

nr	structure	ST2 inh
1	COc1ccc(CNC(=O)c2ccc(Nc3cc(-c4ccccc4)ncn3)cc2)cc1	i
2	CCCOC(=O)C1=C(C)NC2=C(C(=O)C(C(=O)OC)C(C)C2)C1c1ccc(Cl)c(Cl)c1 (stereo unspecified)	i
3	O=C(c1cn(C2CCCCC2)nn1)N1CCN(Cc2ccc3c(c2)OCO3)CC1	?
4	O=C(Nc1cccnc1)c1ccc2nc(N3C(=O)CCC3=O)sc2c1	i
5	COc1cc(OC)cc(C(=O)N2CCN=C2SCc2c(F)cccc2Cl)c1	i
6	N#CC1=C(N)Oc2n[nH]c(-c3ccncc3)c2C1c1ccc(F)cc1 (stereo unspecified)	i
7	CC(C)Cn1cncc1CNc1cc(N2CCOCC2)nc(N)n1	i
8	CC(C)(C)NCC(O)c1cc(O)cc(O)c1 (stereo unspecified)	i
9	CC1CC(=O)C2=C(C1)OC(N)=C(C#N)C2c1ccc(Br)s1 (stereo unspecified)	i
10	Cn1cc(CN2CCN(c3cnccn3)CC2)c(-c2ccc(C3CCCCC3)cc2)n1	?
11	Cc1ccc2oc(-c3ccoc3)cc(=O)c2c1	i
12	Fc1ccc(C2CCCN2Cc2cnc(N3CCOCC3)s2)cc1 (stereo unspecified)	i
13	Cc1ccsc1[C@@H]1CCN(C(=O)CCC(=O)N2CCCCCC2)C[C@H]1O	?
14	CN(C)c1nc2nonc2nc1N1CCCC1c1ccccn1 (stereo unspecified)	i
15	C1=C[C@H]2C[C@@H]1C[C@H]2CCn1ccnc1C1CC1	?
16	CCC(NC(=O)c1nn(C)c(=O)c2ccccc12)c1nc(C)c(C)s1 (stereo unspecified)	?
17	COC(=O)c1sc2nc(CN3CCCC(C)C3)ccc2c1NC(=O)c1ccco1 (stereo unspecified)	i
18	CCCCN(CC)CCNC(=O)c1cc2cc3ccc(Cl)cc3nc2o1	i
19	O=C(NCCc1cccc(Cl)c1)NC1CCCCC1	i
20	Cc1c(Cl)c([N+](=O)[O-])nn1CCCC(=O)Nc1cc(C(F)(F)F)ccc1Cl	i
21	CC(C)Cc1ccc(C2CC(=O)Nc3[nH]ncc32)cc1 (stereo unspecified)	i
22	COCCCNC(=O)c1cn(C)c(=O)c2cc(OC)c(OC)cc12	i
23	CCC(C)c1ccccc1OCC(=O)Nc1cc(C)on1 (stereo unspecified)	i
24	Nc1cnc(-c2cccc3ccnn23)cn1	i
25	COc1ccc(-n2nc3c(c2NC(=O)c2cccc(OC)c2)CS(=O)C3)cc1 (stereo unspecified)	i
26	CC1=C(C(=O)Nc2ccccc2)C(c2ccc(Cl)cc2)n2ncnc2N1 (stereo unspecified)	i
27	Cc1cc(C(=O)NCCC2CN(Cc3ccco3)CCO2)n[nH]1 (stereo unspecified)	i
28	CCc1cc(C(=O)N(CCN2CCCCC2)CC2CCCN(C3CCCC3)C2)n(C)n1 (stereo unspecified)	?
29	CCOC(=O)c1nn(C)c2c1CN(C(=O)c1ccc3c(c1)OCO3)CC2	i
30	COc1cc(OC)cc(C(=O)Nc2ccc(S(=O)(=O)Nc3cc(OC)ncn3)cc2)c1	i
31	c1ccc(Oc2cccc(CN3CCSCC3)c2)cc1	?
32	O=C(Nc1c(Cl)cccc1Cl)c1noc2c1CCCCC2	?
33	Cc1cc(C)n(CCC(=O)NC(C)c2ccc3c(c2)OCCCO3)c(=O)n1 (stereo unspecified)	?
34	CCCc1cc(=O)[nH]c(SCC(=O)Nc2ccccc2Cl)n1	i
35	Cc1ccc(N2C(=O)c3ccc(N)cc3C2=O)c(C)c1	i
36	CCOCCCNC(=O)C1CCCN(S(=O)(=O)CC)C1 (stereo unspecified)	i
37	Cc1cccc(C)c1NC(=O)c1cccc([N+](=O)[O-])c1	i
38	Cc1ccc2c(c1)NC(c1ccc3c(c1)OCO3)C1=C(CC(c3ccccc3)CC1=O)N2 (stereo unspecified)	i
39	COc1ccc(/C=C2\Sc3ccccc3N(CC(=O)NCCc3ccc(Cl)cc3)C2=O)cc1	?
40	FC(F)(F)c1cc(CO[C@H]2CCCN[C@H]2c2ccccc2)cc(C(F)(F)F)c1	i
41	O=C(C1CCCC1)N1CCN=C1SCc1c(F)cccc1Cl	i
42	Cc1nc(SCc2ccccc2)[nH]c(=O)c1CC(=O)O	i
43	CC(=O)c1ccc(NC2=C(N3CCCCC3)C(=O)c3ccccc3C2=O)cc1	59%*
44	COc1ccccc1-c1nnc([C@H]2CCN(Cc3cccnc3)C2)o1	i
45	COc1ccc(C2C(C(=O)N(C)Cc3ccccc3)c3cc(OC)c(OC)cc3C(=O)N2C)cc1 (stereo unspecified)	i
46	Cc1cc(N2CCCCC2)nc(N2CCN(S(=O)(=O)c3ccc(F)cc3)CC2)n1	i
47	O=C(NCc1cn2c(n1)SCC2)c1ccc(C2CCCO2)s1 (stereo unspecified)	i
48	O=C(c1ccc(-c2ccccc2)cc1)N1Cc2[nH]cnc2C[C@H]1c1nc(-c2ccc3c(c2)OCO3)no1	i
49	Cc1cccc(N2CCN(S(=O)(=O)c3ccc4c(c3)CCN4C(=O)C3CC3)CC2C)c1 (stereo unspecified)	?
50	O=C1c2ccccc2C(=O)N1CC(O)COc1ccc2ccccc2c1 (stereo unspecified)	i
51	COCCNC(=O)C1CCCN(C2CCN(Cc3nccn3C)CC2)C1 (stereo unspecified)	i
52	COc1ccc(NC(=O)c2ccc(OC)c(OC)c2)cc1	i
53	O=C(c1cccc2c1OCC2)N1CCN(Cc2ccccc2CO)CC1	i
54	COC(=O)c1ccc(NS(=O)(=O)c2ccc3c(c2)c(=O)n(C)c(=O)n3C)cc1	i
55	CCc1cn[nH]c1C1CCCN(C(=O)CCn2c(=O)[nH]c3ccccc32)C1 (stereo unspecified)	i
56	Cc1cccc(C)c1NS(=O)(=O)c1ccc2c(c1)CCC(=O)N2	i
57	COc1nc2c(cc1C(=O)N1CC(c3cccnc3)C1)CCC2	i
58	N#Cc1nc(-c2ccc(Cl)cc2)oc1N1CCOCC1	?
59	COc1ccccc1/C=C1\SC(=O)N(CC(=O)N2CCOCC2)C1=O	?
60	COc1cccc(-c2cc(N3CCN(S(C)(=O)=O)CC3)ncn2)c1	i

(further entries)
nr	structure	ST2 inh
61	CCCCn1c(CN(C)Cc2ccc3nsnc3c2)cnc1S(=O)(=O)CC	i
62	CSc1nc2ccccc2n1CC(=O)Nc1c(C)n(C)n(-c2ccccc2)c1=O	i
63	CCOc1ccccc1-c1nccn1CCSc1nnnn1C	i
64	COc1ccc(N(C(=O)c2ccc(Br)o2)C2C=CS(=O)(=O)C2)c(OC)c1 (stereo unspecified)	i
65	Cc1ccc2oc(-c3cc(N)ccc3Cl)nc2c1	i
66	CCCOc1ccc2oc(=O)c3c(c2c1)CCCN3C(=O)CN(C)C1CCCCC1	i
67	CC1SC2(CCCCC2)N(c2ccc(Cl)cc2)C1=O (stereo unspecified)	i
68	CN(C(=O)c1cccs1)c1ccccc1C(=O)N[C@@H]1C[C@@H](CO)N(C)C1	i
69	CCN(C(=O)c1ccccc1Cl)c1ccccc1	i
70	N#Cc1cc2c(nc1SCC(=O)Nc1cc(C(F)(F)F)ccc1Cl)CCC2	i
71	CSc1ccc(C=NS(=O)(=O)CCc2ccccc2)cc1	i
72	Cc1ccc(C(=O)N[C@H]2C[C@@H](c3nc(-c4ccc(C)cc4)no3)N(C)C2)cc1	?
73	Cc1cccc(NC(=O)c2ccc(F)cc2)n1	?
74	CCN1CCCC1CNC(=O)c1cc(Cl)ccc1OC1CCN(C2CCCC2)CC1 (stereo unspecified)	i
75	O=C(NC(N1CCOCC1)C(Cl)(Cl)Cl)c1ccc([N+](=O)[O-])cc1 (stereo unspecified)	i
76	Cc1cccc2nc(-c3ccco3)c(Nc3ccc4c(c3)OCCO4)n12	?
77	CC(C)c1cc(-c2nc(C3(c4ccc(F)cc4)CCOC3)no2)nc(N)n1 (stereo unspecified)	i
78	CCCCN(CC)C(=O)CSc1cc(=O)n(C)c2ccccc12	i
79	O=C(COc1ccc(Br)cc1)Nc1ncc(Cc2ccc(F)cc2)s1	i
80	CSc1ccc(-c2ncnn2-c2ccc(Cl)cc2)cc1	?
81	COC(=O)C1C(=O)C2=C(CC1C)NC(C)=C(C(=O)OC1CCCCC1)C2c1ccc(F)cc1 (stereo unspecified)	i
82	CC(Cn1cnc2ccccc21)C(=O)O (stereo unspecified)	i
83	COc1ccc(-n2ccnc2CN2CCc3nc(C)n(C)c(=O)c3CC2)cc1	?
84	CCOc1ccccc1C1C(C(=O)OC(C)C)=C(C)NC2=C1C(=O)C(C(=O)OC)C(C)C2 (stereo unspecified)	i
85	COc1ccc(S(=O)(=O)N(CC(=O)Nc2ccc(F)cc2)c2ccccc2)cc1	?
86	CCOc1ccccc1NC(=O)c1ccc(OC)cc1	i
87	NC(=O)c1ccccc1NC(=O)c1cccc(C(=O)Nc2ccccc2C(N)=O)c1	30%*
88	Cc1cc(=O)c(C(=O)N2CCCC(N(C)Cc3ccccc3)C2)c[nH]1 (stereo unspecified)	?
89	O=C(Cn1c(=O)n(-c2ccccc2)c(=O)c2sccc21)OCc1ccccc1	i
90	COc1ccc(OC)c(NC(=O)CC(=O)N2CC[C@@H](O)C2)c1	i
91	COc1cccc(Cn2c(C3CCCCC3)n[nH]c2=O)c1	i
92	Cc1nc2cccnc2n1C1CCN(C(=O)NC2CCCCC2)CC1	i
93	Cc1ccc(/C(=C\CN2CCCC2)c2ccccn2)cc1	i
94	C=CCNC(=O)c1ccc2c(c1)N(Cc1ccccc1)C(=O)CS2	i
95	C(=C\CSc1ncn[nH]1)/CSc1ncn[nH]1	i
96	O=C(O)C(Cc1ccco1)n1ccnc1-c1cccnc1 (stereo unspecified)	i
97	COc1ccc(-c2nnc(NC(=O)c3ccc(S(=O)(=O)N4CCCC4)cc3)o2)cc1	?
98	Fc1ccc(Cc2nc3ccccc3[nH]2)cc1	i
99	CC(=O)c1ccc(NC(=O)C(Cc2ccccc2)N2C(=O)c3ccccc3C2=O)cc1 (stereo unspecified)	i
100	CCOc1cc(CN2CCc3c([nH]c4ccccc34)C2)ccc1OC	?
101	CCCCOC(=O)Nc1ccccc1F	i
102	COc1ccc(Cl)cc1NC(=O)c1cnc2n(c1=O)CCS2	?
103	COc1ccc(C(=O)N2CC[C@H]3CC(=O)N(c4ccccc4)CC[C@H]3C2)cc1	?
104	Cc1oc2ccc(OCc3c(Cl)cccc3Cl)cc2c1C(=O)O	i
105	CCc1ccc(N2CSC3=C(C#N)C(c4ccc(OC)cc4)CC(=O)N3C2)cc1 (stereo unspecified)	i
106	Cc1cccc(NC(=O)C2C(=O)NNC2c2ccccc2O)c1 (stereo unspecified)	i
107	Cn1c(=O)n(C)c2cc(Cn3cc(C4CC=CCC4)nn3)ccc21 (stereo unspecified)	i
108	COC(=O)c1ccc(-n2c(C)cc(C(=O)CN3CC(C)OC(C)C3)c2C)cc1 (stereo unspecified)	?
109	Nc1nc(Sc2ccc(F)cc2)cc(N2CCOC(C(F)(F)F)C2)n1 (stereo unspecified)	i
110	COC(=O)[C@@H]1C[C@@H](NC(=O)CN2CCCCCCC2)CN1C	?
111	CCN(CC)C(=O)Cn1c(=O)n(CC2CCC(C(=O)N3CCCCC3)CC2)c(=O)c2sccc21 (stereo unspecified)	i
112	Nc1cc(C(=O)c2ccc(Cl)c(N)c2)ccc1Cl	?
113	Nc1ncc(C(=O)N2CC(c3cccnc3)C2)c(-c2ccccc2)n1	i
114	N[C@H]1CONC1=O	i
115	Cc1nn(C)c(C)c1CCC(=O)NC(C)c1ccccc1-n1cccn1 (stereo unspecified)	i
116	COc1ccc(-n2ncc3c(NCc4ccccc4)ncnc32)cc1	i
117	CCOC(=O)c1c(C)sc2c3c([nH]c12)CCCC3	i
118	Cn1c(=O)c2c(n3nnnc13)-c1ccccc1CC21CCCC1	?
119	COc1ccc(C(=O)Nc2ccc3n(c2=O)C[C@H]2C[C@@H]3CN(S(=O)(=O)c3cccc4cccnc34)C2)cc1	i
120	CC1=C[C@@H](CNC(C)C)[C@H](C(C)C)C[C@H]1Cc1nnc(-c2ccncc2)o1	i

Other structures follow.
nr	structure	ST2 inh
121	O=C(N/C(=C/c1cccnc1)C(=O)N1CCCC1)c1ccco1	i
122	O=C(Cn1nnc(-c2ccccc2Cl)n1)Nc1cccc(Br)c1	?
123	COc1ccccc1-c1cccc(C(=O)NCC2CC(=O)N(C(C)C)C2)c1 (stereo unspecified)	i
124	CCCS(=O)(=O)N1CCC(C(=O)NCc2ccccn2)CC1	i
125	COc1cc(OC)c(C2SCCN2S(=O)(=O)c2cccc(C)c2)cc1OC (stereo unspecified)	i
126	Cc1ccsc1CNc1ccc(C(=O)N2C[C@H](OC(C)C)[C@@H](O)C2)cc1	i
127	Cc1nc(CCNC(=O)c2cn(CCN3CCOCC3)nn2)sc1C	?
128	COc1ccc(-c2nnc([C@H]3CCN(Cc4ccccn4)C3)o2)cc1	i
129	COc1cc(-c2nnc3s/c(=C\c4ccccc4Cl)c(=O)n23)cc(OC)c1OC	?
130	O=C(c1ccccc1[N+](=O)[O-])N1CCN(c2ccc(Cl)cc2)CC1	?

Some of the compounds tested, so the mix of outcomes need not match the whole.
